Bioassay records deposited in PubChem by The Scripps Research Institute Molecular Screening Center.
PAFAH1B2 inh = inhibitors of human PAFAH1B2; recombinant PAFAH1B2, FP-rhodamine activity probe, fluorescence polarization; inhibition, % at 3.39 µM; 340,000 tested, 1.2% active; AID 492953;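 active = inhibition above the mean of all tested compounds plus 3 SD, cut at about 24% in these data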;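 note: 0% = enzyme with DMSO and 100% = wells lacking PAFAH1B2; many of its hits are not listed in these tables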
PME-1 inh = PME-1 (human) inhibition; Q9Y570; inhibition, % at 5.9 µM; 320,000 tested, 0.53% active; recombinant PME-1, FP-Rh probe fluorescence polarization; AID 2130;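 active = inhibition above the campaign mean of all compounds plus 3 SD, cut at about 26% in these data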;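 note: competitive labeling of PME-1 active site by serine hydrolase directed probe; 0% = PME-1 with DMSO and 100% = wells lacking PME-1 enzyme; inhibitors block probe labeling so polarization falls and inhibition rises; many of its hits are not listed in these tables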
Target sequence (Q9Y570 whole entry, looked up): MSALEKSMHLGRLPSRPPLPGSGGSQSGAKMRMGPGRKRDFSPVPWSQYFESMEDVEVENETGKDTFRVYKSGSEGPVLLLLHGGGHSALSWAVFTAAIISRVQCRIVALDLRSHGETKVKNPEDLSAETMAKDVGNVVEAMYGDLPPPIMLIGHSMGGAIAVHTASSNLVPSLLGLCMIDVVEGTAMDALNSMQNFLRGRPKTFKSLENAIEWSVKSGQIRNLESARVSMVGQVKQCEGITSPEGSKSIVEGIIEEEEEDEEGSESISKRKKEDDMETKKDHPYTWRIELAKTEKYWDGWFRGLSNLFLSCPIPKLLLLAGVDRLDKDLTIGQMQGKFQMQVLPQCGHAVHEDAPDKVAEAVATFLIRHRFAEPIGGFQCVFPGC
PREPL inh = inhibitors of human prolyl oligopeptidase-like enzyme PREPL. Q4J6C6. recombinant PREPL, fluorescence polarization activity-based probe. inhibition, % at 5.96 µM. 320,000 tested, 0.68% active. AID 2751; in the data active = inhibition above about 43%;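 note: 0% = enzyme with DMSO and 100% = wells lacking enzyme; many of its hits are not listed in these tables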
PAD4 FP inh = blocks human protein arginine deiminase 4. 330,000 tested, 0.41% active. inhibition, % at 6.36 µM. recombinant PAD4, RCA probe fluorescence polarization;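 active = percent inhibition above a cutoff equal to the mean of all tested compounds plus 3 SD, cut at about 15% in these data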;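 note: 0% = PAD4 with RCA probe and DMSO and 100% = probe without PAD4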
LYPLA1 inh = counter-screen for PME1 inhibitors: inhibitors of human LYPLA1; O75608; recombinant LYPLA1, FP-Rh probe fluorescence polarization; inhibition, % at 5.9 µM; 320,000 tested, 0.16% active; AID 2174;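 active = inhibition above the mean of all tested compounds plus 3 SD, set per campaign, cut at about 14% in these data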;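 note: inhibitors block serine hydrolase probe labeling of LYPLA1 so polarization falls; 0% = enzyme with DMSO and 100% = wells lacking LYPLA1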
Target sequence (O75608 whole entry, looked up): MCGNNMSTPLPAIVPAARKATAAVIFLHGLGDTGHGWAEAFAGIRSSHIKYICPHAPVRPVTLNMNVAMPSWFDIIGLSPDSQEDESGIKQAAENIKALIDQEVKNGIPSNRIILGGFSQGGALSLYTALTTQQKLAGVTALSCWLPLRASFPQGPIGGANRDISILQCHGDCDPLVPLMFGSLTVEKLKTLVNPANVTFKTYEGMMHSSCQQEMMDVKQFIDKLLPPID
GSTO1 inh = counter-screen for RBBP9 inhibitors: inhibitors of human GSTO1; P78417; recombinant GSTO1, activity-based probe fluorescence polarization; inhibition, % at 5.96 µM; 300,000 tested, 1.1% active;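 active = inhibition above the campaign mean inhibition plus 3 SD, cut at about 35% in these data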;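 note: 0% = GSTO1-1 with DMSO and 100% = wells lacking GSTO1-1 enzyme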
pPAFAH inh = pPAFAH (human) enzyme inhibition; Q13093; recombinant pPAFAH, FP-rhodamine probe fluorescence polarization; inhibition, % at 3.39 µM; 330,000 tested, 1.5% active;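 active = inhibition above the mean inhibition across the screen plus 3 SD, cut at about 25% in these data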;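 note: inhibitors block binding of the rhodamine activity-based probe so polarization drops; 0% = enzyme with DMSO and 100% = wells lacking pPAFAH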
PAFAH1B3 FP inh = blocks human PAF acetylhydrolase 1B catalytic subunit 3. recombinant PAFAH1B3, FP-rhodamine probe, fluorescence polarization. inhibition, % at 3.39 µM. AID 492972. 340,000 tested, 0.28% active;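 active = inhibition above the screen-wide average of all tested compounds plus 3 SD, cut at about 25% in these data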;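 note: 0% = enzyme with DMSO only and 100% = wells lacking PAFAH1B3 protein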
LYPLA2 counter = LYPLA2 (human) inhibition in PME1 counter-screen; O95372; recombinant LYPLA2, FP-Rh probe fluorescence polarization; inhibition, % at 5.9 µM; 320,000 tested, 0.38% active; AID 2177;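 active = inhibition above the screen-wide mean plus 3 SD, limit set per campaign, cut at about 26% in these data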;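 note: 0% = LYPLA2 with DMSO and 100% = wells lacking LYPLA2 enzyme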
Target sequence (O95372 whole entry, looked up): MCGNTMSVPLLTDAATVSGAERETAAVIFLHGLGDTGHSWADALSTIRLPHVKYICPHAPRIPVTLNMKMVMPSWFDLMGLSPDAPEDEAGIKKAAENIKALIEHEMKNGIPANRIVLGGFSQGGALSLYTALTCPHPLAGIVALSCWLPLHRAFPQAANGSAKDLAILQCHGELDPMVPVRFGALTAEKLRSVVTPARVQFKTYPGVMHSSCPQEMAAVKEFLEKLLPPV
* hit, by the source's call; . = no result given. The list is partial, so the mix of outcomes need not match the whole.

SMILES	PAFAH1B2 inh	PME-1 inh	PREPL inh	PAD4 FP inh	LYPLA1 inh	GSTO1 inh	pPAFAH inh	PAFAH1B3 FP inh	LYPLA2 counter
CCN(c1cccc(C)c1)S(=O)(=O)c1cc(CN2C(=O)c3cccnc3C2=O)ccc1OC	-8	5	-2	2	-4	-4	-1	-8	1
COc1cccc(-n2c(SC3CCOC3=O)nc3ccccc3c2=O)c1 (configuration not stated)	5	3	2	3	-1	3	11	1	-3
O=C(Nc1nc(=S)ss1)c1c(F)cccc1F	6	0	6	0	-1	-11	1	8	-5
COc1ccc(NC(=O)C(=O)NCCN2CCN(C(=O)c3cccs3)CC2)cc1	2	-4	4	3	-1	1	4	10	0
COCCNC(=O)/C(C#N)=C/c1cn(CC(=O)NCc2ccco2)c2ccccc12	6	1	-18	-3	1	-4	3	3	6
Cc1cc(OCc2cc(C(=O)NC3CCC3)no2)cc(C)c1Cl	-8	1	1	-7	-2	-1	2	6	-3
Cc1cccc(NS(=O)(=O)c2cccc3nonc23)c1	7	7	0	-2	-1	0	8	-2	0
O=C(NCc1ccccn1)c1ccc(COc2ccc(Cl)cc2)o1	5	0	5	0	1	-5	2	6	7
COC(=O)[C@H](Cc1ccccc1)NC(=O)C1CCN(C(=O)[C@H](C)NS(=O)(=O)c2ccc(C)cc2)CC1	0	0	0	-4	2	0	4	1	2
O=C1CC(NCCC2=CCCCC2)C(=O)N1c1cccc(Cl)c1Cl (configuration not stated)	.	-1	6	4	1	10	-2	.	0
CCOC(=O)C1(CCc2ccccc2)CCN(Cc2cnc(N(C)C)s2)CC1	0	6	30	-1	6	9	4	0	7
O=C(OCCCC(=O)N1CCOCC1)c1ccccc1	0	8	12	-3	-1	3	-2	3	7
COCCNC(=O)[C@H](CSCc1ccccc1)N1Cc2ccccc2C1=O	3	-2	18	0	4	11	7	6	6
COc1ccc(CCNC(=O)CCNC(=O)c2ccccc2Cl)cc1	2	4	3	1	1	-1	6	3	-1
S=C(N=Nc1ccccc1)NNc1ccccc1	9	3	1	-3	2	3	5	4	-1
CC(OC(=O)/C=C/c1cccc(F)c1)C(=O)NC1CCCCC1C (configuration not stated)	-5	8	9	-3	1	5	1	5	4
CN(Cc1ccccc1)c1cc(Cl)nc(N)n1	1	8	-9	-1	0	-1	-1	4	-1
O=C(Cn1cnc2c(OCc3ccccc3)ncnc21)N[C@H](CO)Cc1cc2ccccc2[nH]1	7	.	6	2	.	.	3	3	.
COc1cccc(C(=O)NC(=S)Nc2ccc([N+](=O)[O-])cc2C)c1	-8	-7	-1	0	0	5	1	-3	4
COc1ccc(/C=C(/NC(=O)c2ccc(OC)cc2)C(=O)NCCc2c[nH]c3ccccc23)cc1	5	5	1	1	-2	1	9	-4	-8
COc1cc2c(c(OC)c1OC)-c1c(cc3c(c1OC)OCO3)C1OC2[C@@H](C)[C@H]1C (some centres not stated)	3	5	-11	4	-1	2	3	2	1
COc1ccc(C(CNC(=O)c2cccc(S(=O)(=O)N3CCOCC3)c2)N2CCOCC2)cc1 (configuration not stated)	4	.	10	-2	.	.	-4	9	.
Cc1nn(Cc2ccccc2Cl)c(C)c1NC(=O)CCCn1nc(C)c([N+](=O)[O-])c1C	1	1	17	-4	3	2	5	-4	4
CCOC(=O)Cn1cc(C#N)c(=O)[nH]c1=O	2	-1	22	-3	2	-2	4	3	0
CNC(=O)COc1ccc(Cl)c2cccnc12	11	9	14	2	-2	-3	-2	11	5
COc1ccc(Cl)c2c1[nH]c1nc(SCc3ccccn3)nnc12	0	-10	-3	-6	-5	-14	2	9	1
Cc1nc(NC(=O)CSc2nc3cccnc3n2C2CCCCC2)sc1C	2	-5	1	-9	-6	3	-4	5	-11
CC1CCN(C(=O)CN2C(=O)c3cccc4cccc(c34)C2=O)CC1	-1	-4	-23	0	1	7	2	2	8
O=C(Nc1cccc(NC(=O)C2C3CC4OC(=O)C2C4C3)c1)c1ccccc1 (configuration not stated)	2	4	-2	0	-4	-6	1	5	-6
Cc1ccccc1NS(=O)(=O)c1ccc(C(=O)N2CCCC(C(F)(F)F)C2)cc1 (configuration not stated)	11	16	11	-5	-1	-5	24	5	-1
COc1ccc(NS(=O)(=O)c2cccc(C(=O)NNC(=O)c3cccn3C)c2)cc1	5	4	-1	-2	-2	0	34*	6	-2
O=C(CCc1nnc(C2CCCCC2)o1)NCc1ccc(F)c(F)c1	6	1	15	-9	2	-8	1	5	0
CCOC(=O)c1cccc(NC(=O)CSc2nnnn2C)c1	6	-5	10	-2	-2	4	1	1	5
CCOC(=O)C1CCN(Cc2nc3ccccc3c(=O)n2-c2ccc(F)cc2)CC1	2	4	11	3	0	4	-5	-2	4
O=C(Nc1ccc(Cl)cc1)Nc1cc([N+](=O)[O-])ccc1F	-6	16	8	-7	-5	-8	8	8	-6
COC(=O)c1ccc(CSc2ncnc3ccccc23)o1	7	2	19	5	-1	-5	1	2	1
CCN1C(=O)C(CC(=O)Nc2ccc(OC)cc2)N(Cc2cccnc2)C1=S (configuration not stated)	-1	-4	7	0	-3	8	1	2	-1
CC(=O)Nc1ccccc1NC(=O)C/C(C)=N/NC(=O)C1CCCCC1	5	4	3	-4	-3	-1	0	1	4
COc1ccccc1OCc1nc(C#N)c(N2CCC(C(N)=O)CC2)o1	-5	2	16	1	1	-6	0	0	2
CCN(CC)S(=O)(=O)c1cc([N+](=O)[O-])ccc1N=Nc1c(O)n(C)c2ccccc12	-1	2	9	-5	0	-1	-2	10	0
CCOC(=O)CC(=O)CSc1nc(-c2cccnc2)cc(C)c1C#N	4	-11	28	-3	-2	6	6	5	-5
Cc1cccc2c(C(=O)Nn3cnnc3)cc(-c3ccccc3Cl)nc12	-1	-8	2	-9	-2	-1	18	-5	-3
Cc1noc(/C=C/c2ccco2)c1S(=O)(=O)N1CCC(C(=O)NCc2ccco2)CC1	0	-3	8	-1	-8	2	2	4	-4
O=S(=O)(Cc1ccc(Cl)cc1)N1CCN(c2ncccn2)CC1	0	5	-17	-2	-4	8	10	7	-5
COc1ccc(-c2oc3ncnc(NCCCO)c3c2-c2ccc(OC)cc2)cc1	6	6	30	-4	5	23	14	9	-5
CCNC(=O)COC(=O)COc1ccc(Cl)cc1C	4	1	11	-2	2	1	4	1	5
O=C(CSc1nnc(NC(=O)c2ccccc2)s1)NC1CCCC1	-1	-9	11	-4	0	3	0	8	-4
COCC(C)NC(=O)Cc1ccc(F)cc1 (configuration not stated)	7	4	5	0	2	2	5	10	4
COc1ccc(C(=O)Nc2nnc(C(F)(F)F)s2)cc1	0	-6	8	-2	0	-31	-2	5	7
Cc1ccc(CNC(=O)CN(C(=O)C2(C)CC(=O)N=C3C=CC=CN32)c2cc(C)ccc2C)cc1 (configuration not stated)	-3	-4	13	-2	-2	0	3	0	-4
O=C(NC1CCCC1)c1ccccc1OCc1ccccc1	-1	6	19	0	0	-3	-1	8	1
Oc1c(CN2CCOCC2)cc(COCc2ccccc2)c2cccnc12	2	1	56*	4	-1	-12	9	4	3
CCN1CCN(C(=O)Cn2c(=O)sc3ccccc32)CC1	2	4	8	2	4	0	1	9	4
COC(=O)C1=C(C)N(CCc2cc(OC)c(OC)c(OC)c2)C(=O)N[C@H]1c1ccccc1	1	3	15	-4	0	-4	-1	6	5
O=C(c1ccc(NS(=O)(=O)c2ccccc2)cc1)N1CCCC1	1	0	20	-1	-4	-4	2	5	-6
Cc1ccc(SCCN2CCN(Cc3ccccc3)CC2)cc1	8	-1	-8	-2	-1	7	-5	5	3
COc1ccc(C(=O)NC(=S)NCc2ccco2)cc1	4	0	3	2	-4	6	0	4	-9
Cc1c(/C=N/Nc2ccc(F)cc2)c(O)n(C)c(=O)c1C#N	0	-1	-10	-2	-1	9	1	-5	3
CN1CC(=O)N(CC(=O)N2N=C(c3ccc(Cl)cc3)CC2c2ccco2)C1=O (configuration not stated)	-2	-3	-134	-1	-3	0	11	7	-3
O=C(CNC(=O)c1ccco1)Nc1ccc(S(=O)(=O)N2CCCC2)cc1	5	2	3	-1	-1	-3	-1	10	-6

Reprinted at random: 2 entries already listed.
SMILES	PAFAH1B2 inh	PME-1 inh	PREPL inh	PAD4 FP inh	LYPLA1 inh	GSTO1 inh	pPAFAH inh	PAFAH1B3 FP inh	LYPLA2 counter
COC(=O)C1=C(C)N(CCc2cc(OC)c(OC)c(OC)c2)C(=O)N[C@H]1c1ccccc1	1	3	15	-4	0	-4	-1	6	5
Cc1c(/C=N/Nc2ccc(F)cc2)c(O)n(C)c(=O)c1C#N	0	-1	-10	-2	-1	9	1	-5	3

(next part)
SMILES	PAFAH1B2 inh	PME-1 inh	PREPL inh	PAD4 FP inh	LYPLA1 inh	GSTO1 inh	pPAFAH inh	PAFAH1B3 FP inh	LYPLA2 counter
O=C1c2cnc3nc(SCc4ccccc4)nn3c2CC2c3ccccc3CCN12 (configuration not stated)	1	-5	4	1	2	5	-3	6	11
CCOCCCn1c(SCC(=O)Nc2cc(C(C)(C)C)nn2-c2ccccc2)nc2ccccc2c1=O	-3	-10	9	-4	-1	6	13	-3	1
Cn1c2ccccc2c2nnc(SCC(=O)NCc3ccoc3)nc21	2	3	-10	-4	3	3	1	5	2
Cc1csc(NC(=O)C2CCCN(S(=O)(=O)c3cnc[nH]3)C2)n1 (configuration not stated)	-2	1	3	-1	-1	2	4	7	-5
COc1ccc(CCNC(=O)c2cccnc2)cc1	3	0	3	2	2	3	1	11	2
CCC(C(=O)Nc1ccon1)c1ccccc1 (configuration not stated)	10	-5	5	-1	1	11	-1	3	5
Cc1cc(C)nc(NN2C(=O)/C(=C/c3ccccc3)SC2=S)n1	-6	-7	4	1	-8	7	2	-9	-3
CN1CCN(c2ccc(S(=O)(=O)N3CCCCC3)cc2NC(=O)CCc2ccccc2)CC1	1	2	11	-2	-2	.	3	4	1
Cc1ccc(-c2noc(-c3ccccc3F)n2)cc1	-2	-3	-7	3	4	3	0	-1	5
CCOc1cc(NC(=S)NCCCN2CCOCC2)c(OCC)cc1NC(=O)c1ccco1	2	6	16	-3	5	11	3	7	9
CCCS(=O)(=O)N1CCC(C(=O)NCc2ccccc2Cl)CC1	6	3	1	-1	0	6	1	3	11
CC(OC(=O)C1=COCCO1)C(=O)Nc1ccc(Oc2ccccc2)cc1 (configuration not stated)	4	0	-5	-3	0	-1	5	2	2
Cc1c(CCC(=O)NCCCC(=O)O)c(=O)oc2cc3oc4c(c3cc12)CCCC4	1	-1	11	2	-3	-8	6	1	-5
CCc1cc2c(SCC(=O)N(C)C3CCS(=O)(=O)C3)ncnc2s1 (configuration not stated)	1	1	14	-6	2	-4	6	5	3
CC(C)(C)c1ccc(C(=O)c2c[nH]c(C(=O)NCc3cccs3)c2)cc1	4	3	-16	2	-3	2	-2	7	-2
C[C@H](NC(=O)c1ccccc1F)C(=O)N1CCC2(CC1)NCCc1[nH]cnc12	2	-3	0	-2	0	-4	4	6	-1
CCCC(=O)Nc1c2c(nn1-c1ccccc1)CSC2	-1	3	-4	-2	-4	1	2	7	3
O=C(C1CCN(S(=O)(=O)c2cnc[nH]2)CC1)N1CCN(Cc2ccc3c(c2)OCO3)CC1	5	-3	11	1	-1	1	1	-3	-3
Cc1ccc(CC(NC(=O)c2ccccc2)C(=O)N2CCCC2C(=O)O)cc1 (configuration not stated)	-3	-3	8	3	3	4	5	13	4
